SIAE inh: human SIAE inhibitors, primary screen, biochemical, fluorescence polarization, FP-Rh probe, 1536-well HTS; Sialate O-acetylesterase (Homo sapiens), Q9HAT2; SIAE FP-Rh probe binding; inhibition, % at 9.66 µM; 0.69% of 370,000 active; AID 1053197, 2014;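 active = inhibition above a cutoff: mean of compounds within the control limits plus 3 SD of those, cut at about 17% in these data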;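 also: 0% = plate median of compound wells and 100% = probe without SIAE protein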
LEDGF integ inh: blockers of LEDGF/p75-dependent integrase strand transfer – biochemical, TR-FRET, high throughput, primary screen | HIV-1 integrase (with human LEDGF/p75) | TR-FRET IN-LEDGF/p75 DNA integration, Eu/Cy5 | inhibition, % at 3.7 µM | 0.64% of 370,000 active;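 active = inhibition above the screen-wide mean plus 3 SD, cut at about 13% in these data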;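 also: signal is the Cy5 over europium emission ratio at 671 and 618 nm; 0% = plate median of compound wells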
TCR-CD3 inh: inhibitors of human TCR-CD3 interaction, primary screen, biochemical, fluorescence, TAMRA-labeled TCR probe | AID 651800, 2012 | T-cell receptor (TCR) | 0.37% of 360,000 active | inhibition, % at 9.4 µM; in the data active = inhibition above about 19%;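 also: recombinant mutant TCR 2C K166C tagged with TAMRA read by polarization; 0% = receptor in buffer alone and 100% = receptor with positive control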
mABHD4 FP: ABHD4 inhibitors, primary screen, biochemical, fluorescence polarization, mouse; purified mABHD4, FP-Rh probe fluorescence polarization; (Lyso)-N-acylphosphatidylethanolamine lipase (Mus musculus), Q8VD66; inhibition, % at 8.92 µM; 0.54% of 370,000 active;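 active = inhibition exceeding the mean over every tested compound plus 3 SD, cut at about 30% in these data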;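 also: 0% = plate median of compound wells and 100% = S159A mutant with DMSO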
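Assay system: Wild-type mouse ABHD4 protein | Medium: HEPES pH 7.0 buffer, 150 mM NaCl, 0.01% Pluronic F-127 | Incubation: Enzyme–compound pre-incubation 45 min, then probe 60 min, both 25 °C | Technique: Fluorescence polarization with parallel and perpendicular emission, 525/598 nm | Evaluation: % inhibition of FP-Rh probe binding versus controls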
PRMT1 FP inh: PRMT1 methyltransferase inhibitors, primary screen, biochemical, fluorescence polarization. Protein arginine N-methyltransferase 1 (Homo sapiens), Q99873. recombinant PRMT1, activity-based probe fluorescence polarization. inhibition, % at 2.79 µM. 1.3% of 370,000 active. AID 652257, 2013;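 active = inhibition above about 21% made by adding two undisclosed values, limit read from the data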
TDP2 inh: human TDP2 enzyme inhibitors, primary screen, biochemical, epi absorbance, recombinant enzyme; Tyrosyl-DNA phosphodiesterase 2 (Homo sapiens), O95551; T5PNP hydrolysis, p-nitrophenol absorbance 415 nm; inhibition, % at 12.8 µM; 0.34% of 370,000 active; AID 720702, 2013;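 active = inhibition above the mean of all tested compounds plus 3 SD, set per campaign, cut at about 25% in these data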;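 also: 0% = DMSO with enzyme and 100% = buffer with substrate but no TDP2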
Target sequence (O95551 whole entry, looked up): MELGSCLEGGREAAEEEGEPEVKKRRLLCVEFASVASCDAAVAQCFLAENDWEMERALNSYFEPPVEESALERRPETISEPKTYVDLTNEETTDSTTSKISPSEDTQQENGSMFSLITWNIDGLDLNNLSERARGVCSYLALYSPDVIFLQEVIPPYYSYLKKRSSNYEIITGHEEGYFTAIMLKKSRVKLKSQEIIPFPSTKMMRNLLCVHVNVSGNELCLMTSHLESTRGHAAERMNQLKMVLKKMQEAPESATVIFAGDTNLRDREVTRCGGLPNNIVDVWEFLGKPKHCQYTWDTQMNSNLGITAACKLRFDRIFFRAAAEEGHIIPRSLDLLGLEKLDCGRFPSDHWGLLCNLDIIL
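System – recombinant human TDP2 · Amount – 120 nM TDP2 per well · Buffer or medium – Mg2+-containing Tris-HCl buffer, pH 7.5 · Reagent – T5PNP substrate, 5 mM · Dosing – 12.8 µM single point, 1% DMSO · Incubation – 2 h at 37 °C · Measured by – epi absorbance · Read-out basis – percent inhibition · Benchmarks – high control without enzyme, low control DMSO plus TDP2 · Repeats – singlicate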
UHRF1 MBD2 ctr: UHRF1 methylated DNA binding inhibitors, primary screen, counter-screen for MBD2 inhibitor project, biochemical, TR-FRET, human UHRF1, single concentration. inhibition, % at 4.4 µM. 0.75% of 370,000 active. UHRF1 binding to methylated oligo. AID 687016, 2013; in the data active = inhibition above about 21%;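 also: UHRF1 SRA domain binding a hemimethylated CpG hairpin DNA probe; 0% = median of test compound wells and 100% = reference inhibitor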
DDE Tn7 FP inh: inhibitors of Tn7 peptide binding to fibrin DD(E), primary screen, biochemical, fluorescence polarization, human fibrin, Tn7 probe. Fibrinogen beta chain (Homo sapiens), P02675. FP displacement of FITC-Tn7 peptide from fibrin DD(E); 0% = median of compound wells per plate. inhibition, % at 8.3 µM. 0.13% of 370,000 active;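 active = inhibition above the mean of compounds falling within the control limits plus 3 SD of them, cut at about 14% in these data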;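 also: 0% = plate median of compound wells and 100% = 10 µM Aha-Tn7 peptide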
Target sequence (P02675 whole entry, looked up): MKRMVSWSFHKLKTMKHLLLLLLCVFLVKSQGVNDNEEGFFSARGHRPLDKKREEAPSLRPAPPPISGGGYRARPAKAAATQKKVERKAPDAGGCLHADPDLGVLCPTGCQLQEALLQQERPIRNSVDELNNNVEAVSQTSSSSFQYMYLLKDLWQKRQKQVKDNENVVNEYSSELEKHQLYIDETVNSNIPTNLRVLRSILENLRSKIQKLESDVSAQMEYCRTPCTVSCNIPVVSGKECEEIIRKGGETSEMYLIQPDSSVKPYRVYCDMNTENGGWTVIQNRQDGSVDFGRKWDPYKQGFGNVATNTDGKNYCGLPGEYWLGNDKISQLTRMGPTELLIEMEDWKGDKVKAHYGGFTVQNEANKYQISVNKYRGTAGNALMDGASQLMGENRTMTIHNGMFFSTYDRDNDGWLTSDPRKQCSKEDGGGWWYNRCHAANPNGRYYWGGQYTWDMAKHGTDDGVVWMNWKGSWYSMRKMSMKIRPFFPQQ
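Test system – human fibrin DD(E) · Times – 10 min preincubation, 3 h with tracer, room temperature · Detection – fluorescence polarization of the labelled Tn7 tracer · Measure – percent inhibition normalized to high-control wells · Benchmarks – high control wells with 10 µM unlabelled Aha-Tn7 peptide (full inhibition) · Repeats – singlicate testing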
PG9 Ab binder: binders of HIV-1 gp120 antibody PG9, primary screen, biochemical, TR-FRET | inhibition, % at 6.7 µM | TR-FRET gp120-PG9 antibody binding | 0.43% of 360,000 active; in the data active = inhibition above about 8.5%
HTRA1 inhibitor: HTRA1 serine protease inhibitors, primary screen, biochemical, fluorescence polarization, HTS; Q92743; recombinant HTRA1, FP-rhodamine activity-based probe; inhibition, % at 5.96 µM; 0.5% of 340,000 active; AID 504803, 2011; in the data active = inhibition above about 36%;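 also: 0% = enzyme with DMSO and 100% = wells lacking enzyme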
Starred values were filed as active, the others as inactive; nt = not tested or not shown.

SMILES	SIAE inh	LEDGF integ inh	TCR-CD3 inh	mABHD4 FP	PRMT1 FP inh	TDP2 inh	UHRF1 MBD2 ctr	DDE Tn7 FP inh	PG9 Ab binder	HTRA1 inhibitor
COC(=O)c1sccc1NC(=O)C12CC3CC(CC(C3)C1)C2	3	-3	4	3	-4	1	-1	-2	-0.5	0
CCOC(=O)Cc1csc(NC(=O)CC)n1	9	4	1	-4	0	4	-4	4	2.9	6
Cn1c(=O)cc(OCC(=O)NCCCN2CCN(c3cccc(Cl)c3)CC2)c2ccccc21	3	3	1	1	-2	8	2	-3	-2.6	-2
Cc1[nH]c2ccccc2c1C(=O)c1c(N)[nH]c(C(=O)c2ccc(Br)cc2)c1-c1ccc(Br)cc1	9	4	6	-6	-1	8	-1	5	-1.3	nt
Cc1ccccc1-n1nnnc1SCCCC(=O)c1ccc(F)cc1	-8	0	-3	0	2	-5	2	3	-0.7	-16
Cc1csc(NC(=O)c2cccnc2)n1	2	-1	-2	-9	9	0	2	-7	-1.6	5
CCCCN1CC(O)=C(c2nc3ccccc3s2)C1=N	-2	-2	-1	-2	-3	-11	0	-5	-1.3	0
COc1ccc(NC(=O)c2oc3ccccc3c2NC(=O)COc2ccccc2OC)c(OC)c1	2	-4	1	2	-3	-10	-2	5	-1.5	-5
CC(C)NC(=O)C1(C)CSCC(=O)N1Cc1cccs1 (configuration not stated)	-1	-1	6	1	2	-4	-1	1	0.3	nt
Cc1ccc(NC(=O)COC(=O)C2CCC2)cc1S(=O)(=O)N1CCOCC1	0	-2	4	5	-3	8	1	2	-0.2	3
CCOC(=O)CN(C(=O)COc1ccc2c(C)cc(=O)oc2c1)c1ccc(OCC)cc1	3	-1	1	2	0	-6	-2	2	-0.9	-12
COC(=O)c1ccc(CNC(=O)Cn2cnc3c(OCc4ccccc4)ncnc32)cc1	-5	-3	2	0	-2	-4	-2	3	-0.8	6
COc1cc(NC(=O)c2ccco2)c(C(=O)OCC(=O)Nc2ncc(Cl)cc2Cl)cc1OC	-4	-6	-1	-2	1	0	-1	-10	-2.8	1
CCN(CC)CCN(C(=O)Cn1nnc(-c2ccc(C)o2)n1)C(C(=O)NC(C)(C)C)c1cccs1 (configuration not stated)	-4	-3	0	-1	2	0	2	9	-3.7	-4
Cc1cc(/C=N/NC(=O)c2cccs2)c(C)n1-c1ccccc1	2	-4	4	2	1	-8	1	2	-1.1	-4
COCCN1C(=O)CN(S(C)(=O)=O)CC1(C)C(=O)Nc1c(C)cccc1C (configuration not stated)	-1	3	4	-1	-1	1	1	-2	0.9	nt
CN(C)S(=O)(=O)N1CCC(Cc2ccccc2)CC1	0	2	-4	-7	1	1	3	-11	1.7	2
COCc1cc(=O)[nH]c(SCCS(=O)(=O)c2ccc(C)cc2)n1	6	-1	-2	5	0	3	-2	2	2.2	10
Cc1ccccc1C(=O)NCCNC(=O)c1cnccn1	-3	0	3	0	-2	-2	-1	-5	-2.7	9
O=C(CN1C(=O)NC2(CCCCCC2)C1=O)c1ccccc1	1	1	-14	-6	2	-15	1	5	0.8	-3
Nc1cccc2c(=O)c3ccccc3[nH]c12	30*	-3	18	60*	7	-8	-7	-1	-16	55*
CCCc1cc(=O)oc2cc(O[C@@H]3O[C@H](CO)[C@@H](O)[C@H](O)[C@H]3O)ccc12	-8	-1	5	0	-1	-11	-1	-1	-0.8	-1
Cc1ccc2c(c1)N(CC(=O)N1CCCC(C)C1)C(=O)CO2 (configuration not stated)	2	1	-6	-3	0	-8	4	4	-2.0	7
COc1cc(C(=O)N2CCN(c3ccccc3)CC2)c([N+](=O)[O-])cc1OC	1	-1	10	-3	-1	-6	2	-3	-0.4	0
CCC(Sc1nc2ccccc2c(=O)n1CCN1CCOCC1)C(=O)NCc1cccnc1 (configuration not stated)	-2	-3	2	-3	-1	-7	-2	5	0.6	5
COc1ccc(/C=N/N2CCN(c3ccncc3S(=O)(=O)N3CCCCC3)CC2)cc1	4	2	7	9	-2	-4	2	2	-1.1	7
C(=N\NC1=Nc2cccc3cccc1c23)/c1ccccn1	-2	-3	4	21	-3	-3	-8	-1	-12	49*
O=C(NC1CCCC1)C(c1ccccc1)N(C(=O)c1ccco1)C1CCCC1 (configuration not stated)	1	-3	-1	13	-1	-1	3	3	1.7	-13
Nc1nc(SCc2nc(-c3ccccc3)no2)[nH]c(=O)c1-c1ccccc1	0	2	5	-6	0	8	0	-5	0.2	-7
CN(C)c1ccc(CN2CCCC(O)C2)cc1 (configuration not stated)	-1	-1	5	-1	1	-3	2	5	-0.3	-5
CC(=O)OC(C)(C)C1Cc2cc3ccc(=O)oc3cc2O1 (configuration not stated)	2	4	-4	0	1	-2	0	-1	-1.7	3
CCCCCCc1ccc(N2C[C@H](CCCCC)[C@@H](CC(=O)NCc3ccccc3)C2=O)cc1	2	-1	-1	0	0	-2	3	-4	1.0	-10
O=C(NCCc1ccccn1)c1ccc2c(c1)ncn2C1CCCCC1	4	0	nt	2	1	6	0	0	nt	nt
CN(C)C=Nc1nc2c(Br)ccc(Br)c2cc1C(=O)NCC(C)(C)C	-1	1	nt	-1	0	9	-2	-1	nt	nt
c1ccc(C(Nc2cccnc2)c2ccccc2)cc1	-1	2	5	0	4	-2	0	6	1.9	-11
CCC(CC)C(=O)Nc1cccc(/C(C)=N/NC(=O)c2ccccc2Cl)c1	-2	3	3	0	0	10	0	-1	-0.1	3
CC1CCN(CC(=O)Nc2sc3c(c2C#N)CCC3)CC1	2	2	-5	14	2	12	0	-2	-2.7	0
CC(C)CNC(=O)C(=O)NCCC1CCCCN1S(=O)(=O)c1cccs1 (configuration not stated)	2	-1	2	8	5	6	2	-1	0.8	-3
Cc1cncc(NCc2cccc(Cl)c2)n1	-3	2	0	-1	-4	4	-1	7	0.1	nt
CN1C(=O)/C(=C2\SC(=S)N(NC(=O)c3cccnc3)C2=O)c2ccccc21	5	0	3	10	18	-8	1	1	-13	-4
Cc1ccc(S(=O)(=O)N2CCOCC2)cc1C(=O)NC(=S)N1CC(C)OC(C)C1 (configuration not stated)	-7	7	4	-12	-2	-10	2	-1	-1.7	-6
COc1cc(C)ccc1OCCOc1c(C)cccc1Cl	-13	-1	5	-3	1	-11	0	2	-2.6	-18
C/C(=C\C(=O)c1ccncc1)Nc1ccccc1O	3	9	-3	22	11	10	-5	-2	-3.1	-2
Cc1ccc(NC(=O)c2oc3ccccc3c2NC(=O)C2CCCO2)cc1C (configuration not stated)	-13	7	-13	-40	-2	-15	7	1	-0.3	-50
Cc1cc(C(=O)COC(=O)c2csc3c2CCCC3)c(C)n1C	-1	1	5	-5	0	6	1	4	-0.4	-6
CCSC1=NCCN1S(=O)(=O)c1ccc(NC(C)=O)cc1	-2	0	-1	2	1	4	0	-1	0.5	-3
O=C(OCc1cn(Cc2ccccc2Cl)nn1)N1CCOCC1	0	1	nt	5	-6	0	3	-6	nt	nt
CCOC(=O)CSc1ncnc2c1cnn2-c1ccccc1	-2	0	1	4	-1	-8	-4	-5	-0.6	-11
CCOc1ccc(NC(=O)CN(C)C(=O)COc2cccc3c2OC(C)(C)C3)cc1OCC	-2	-8	-9	5	2	10	1	5	-1.1	6
Cc1cccc(C)c1NC(=O)C1c2ccccc2OCC(=O)N1Cc1cccnc1 (configuration not stated)	4	-2	4	5	-1	8	-2	4	0.1	nt

Next section, overlapping the part above by 2 compounds.
SMILES	SIAE inh	LEDGF integ inh	TCR-CD3 inh	mABHD4 FP	PRMT1 FP inh	TDP2 inh	UHRF1 MBD2 ctr	DDE Tn7 FP inh	PG9 Ab binder	HTRA1 inhibitor
CCOc1ccc(NC(=O)CN(C)C(=O)COc2cccc3c2OC(C)(C)C3)cc1OCC	-2	-8	-9	5	2	10	1	5	-1.1	6
Cc1cccc(C)c1NC(=O)C1c2ccccc2OCC(=O)N1Cc1cccnc1 (configuration not stated)	4	-2	4	5	-1	8	-2	4	0.1	nt
CCOC(=O)c1[nH]c(Cc2[nH]c(C(=O)OCC)c(C)c2CCC(=O)OC)c(CCC(=O)OC)c1C	-2	-2	7	14	0	-3	-3	-1	-2.6	-22
O=C(NCc1ccccc1)C1CCN(c2nc(-c3ccc(Br)cc3)cs2)CC1	-3	-2	nt	-4	10	-6	1	-2	nt	nt
Cc1cc(S(=O)(=O)Nc2nc(CN3CCOCC3)nc3sc4c(c23)CCC4)cc(C)c1C	-2	-1	2	7	3	-1	5	0	-0.1	2
O=C(CSc1nnc(Cc2ccccc2)o1)NCCc1ccccc1	1	-2	7	7	-1	-4	3	0	-1.1	-1
NC(=O)NN=C1CCC(OCc2ccccc2)CC1CC(=O)O (configuration not stated)	-3	3	-6	0	4	-3	3	6	-1.0	nt
CCN1CCN(Cc2ccc(NC(=O)c3ccc(C)c(NC(=O)c4ccnnc4)c3)cc2C(F)(F)F)CC1	1	0	-4	-5	-1	-10	1	2	-2.0	4
COc1ccc(S(=O)(=O)N2CCN(CCOc3ccc(Br)cc3)CC2)cc1OC	1	-8	-4	-21	7	-10	5	-6	0.0	1
O=C(Cc1cccs1)Nc1ccccc1C(=O)O	-4	0	4	-5	-2	-1	4	2	-1.8	-3
Fc1ccc(Nc2ncnc3sc4c(c23)CCC4)cc1F	0	1	2	2	0	10	-2	4	-0.3	-1
CC(C)C(=O)Nc1nnn(C)n1	-5	3	9	4	-1	1	-1	1	-2.5	-6

Limited to SIAE inh, for five of the compounds above:
| canonical_smiles | SIAE inh |
| --- | --- |
| Cc1cc(S(=O)(=O)Nc2nc(CN3CCOCC3)nc3sc4c(c23)CCC4)cc(C)c1C | -2 |
| O=C(CSc1nnc(Cc2ccccc2)o1)NCCc1ccccc1 | 1 |
| COc1ccc(S(=O)(=O)N2CCN(CCOc3ccc(Br)cc3)CC2)cc1OC | 1 |
| CCN1CCN(Cc2ccc(NC(=O)c3ccc(C)c(NC(=O)c4ccnnc4)c3)cc2C(F)(F)F)CC1 | 1 |
| CC(C)C(=O)Nc1nnn(C)n1 | -5 |

Bioassay records (PubChem BioAssay)
